TexasRed fluor: Total Fluorescence Counterscreen for Inhibitors of the Interaction of Thyroid Hormone Receptor and Steroid Receptor Coregulator 2 | TRb/SRC2 Texas Red total fluorescence interference | Potency, µM (titrated, usually from 106 µM), for inactives: top-dose fluorescence change, negative = quenching | hit rate 0.29% among 280,000; active = well fitted curve in either direction with a large enough effect; inconclusive = small, poorly fitted or top-dose-only effect
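Flags fluorescent or light-absorbing compounds by total fluorescence, S + 2P, at 555 nm excitation and 632 nm emission. Mixture: 20 nM Texas Red SRC2 peptide, 0.6 uM human TRb LBD, 1 uM T3, 5% DMSO; compound exposure 5 h at ambient temperature.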
GAA glycogen mod: qHTS Assay for Inhibitors and Activators of Human alpha-Glucosidase Cleavage of Glycogen; Lysosomal alpha-glucosidase (Homo sapiens), P10253; recombinant GAA, glycogen substrate, Amplex Red glucose oxidase fluorescence; Potency, µM (highest dose often 76.4 µM), for inactives: at the highest dose activity change, negative = inhibition, usual class: inhibitors; hit rate 0.38% among 300,000;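 note: 0% = full enzyme reaction and -100% = no-enzyme basal signal; the screen sought inhibitors and activators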
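Recombinant enzyme (4 nM final) with compounds titrated up to 77 uM and bovine liver glycogen (30 ug) in citrate pH 5.0, 0.01% Tween-20, 37 C 40 min. Released glucose detected by Amplex Red/glucose oxidase (Ex 573/Em 610); AC50 from Hill fits.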
GAA inhib: qHTS Assay for Inhibitors of Human alpha-Glucosidase as a Potential Chaperone Treatment of Pompe Disease; hit rate 0.005% among 200,000; purified human GAA, 4-MU-alpha-glucoside fluorescence; Potency, µM (titrated, usually from 76.9 µM), inactives show at the top dose activity change, negative = inhibition, usual class: inhibitors;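 note: plate controls were uninhibited enzyme wells for no effect and no-enzyme background for full effect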
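qHTS format, compound range up to 77 uM. Human lysosomal enzyme at 4 nM, 400 uM 4-MU glucoside substrate, pH 5.0, 20 min room temperature; fluorescence after alkaline stop gives activity normalized to controls.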
RECQ1 helicase: qHTS Assay for Inhibitors of RecQ-Like Dna Helicase 1 (RECQ1); hit rate 0.54% among 240,000; Potency, µM (doses to about 57.3 µM), without a hit: at the highest dose activity, negative = inhibition, usual class: inhibitors; AID 2549, 2010; RECQ1 DNA unwinding, red fluorescence kinetic read; ATP-dependent DNA helicase Q1 (Homo sapiens), P46063;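 note: plate controls were vehicle for no effect and no enzyme for full effect; nearly all actives have a fitted effect of over 30% in size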
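RECQ1T1 50 nM; forked duplex (20 bp + 30-nt ss tails) 200 nM, ATP 2 mM final; pH 8.0, 2 mM MgCl2, 2.5 ug/ml poly(dI-dC); 15 min compound preincubation; discontinuous kinetic read over 2 h at RT.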
GoLoco inh red: qHTS Assay for Inhibitors of RGS12 GoLoco Motif Activity (Red Fluorophore); hit rate 0.44% among 230,000; Gai1:RGS12 GoLoco peptide FP, rhodamine, 10 min; Potency, µM (series often up to 61.6 µM), for inactives: at the top dose activity, negative = inhibition, hits mostly inhibitors; AID 880, 2007; active = well fitted inhibition curve with a large enough effect, not every such curve was filed as active; inactive = no such curve, though single readings can be large or run the other way; note: nearly all actives have a fitted effect of over 30% in size; many of its hits are not listed in these tables
Target sequence (P63096 whole entry, looked up): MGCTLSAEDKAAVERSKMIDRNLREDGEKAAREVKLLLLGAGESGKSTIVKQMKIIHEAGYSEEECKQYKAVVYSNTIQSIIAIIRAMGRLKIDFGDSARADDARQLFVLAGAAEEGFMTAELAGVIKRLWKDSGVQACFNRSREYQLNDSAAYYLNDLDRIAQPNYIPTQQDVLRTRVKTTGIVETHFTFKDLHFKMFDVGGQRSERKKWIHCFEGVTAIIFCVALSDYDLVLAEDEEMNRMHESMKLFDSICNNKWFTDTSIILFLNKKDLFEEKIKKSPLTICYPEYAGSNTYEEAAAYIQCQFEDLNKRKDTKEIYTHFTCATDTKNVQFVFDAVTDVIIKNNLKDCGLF
TRb-SRC2 inh: qHTS for Inhibitors of the Interaction of Thyroid Hormone Receptor and Steroid Receptor Coregulator 2. Potency, µM (doses to about 106 µM), for inactives: at the highest dose activity change, negative = inhibition, hits mostly inhibitors. hit rate 0.065% among 280,000. AID 1469, 2008. TRbeta-SRC2 peptide binding, fluorescence polarization; receptor liganded with 1 µM T3;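 note: plate controls were bound peptide for no effect and peptide without receptor for full effect; nearly all actives have a fitted effect of over 50% in size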
Target sequence (P10828 whole entry, looked up): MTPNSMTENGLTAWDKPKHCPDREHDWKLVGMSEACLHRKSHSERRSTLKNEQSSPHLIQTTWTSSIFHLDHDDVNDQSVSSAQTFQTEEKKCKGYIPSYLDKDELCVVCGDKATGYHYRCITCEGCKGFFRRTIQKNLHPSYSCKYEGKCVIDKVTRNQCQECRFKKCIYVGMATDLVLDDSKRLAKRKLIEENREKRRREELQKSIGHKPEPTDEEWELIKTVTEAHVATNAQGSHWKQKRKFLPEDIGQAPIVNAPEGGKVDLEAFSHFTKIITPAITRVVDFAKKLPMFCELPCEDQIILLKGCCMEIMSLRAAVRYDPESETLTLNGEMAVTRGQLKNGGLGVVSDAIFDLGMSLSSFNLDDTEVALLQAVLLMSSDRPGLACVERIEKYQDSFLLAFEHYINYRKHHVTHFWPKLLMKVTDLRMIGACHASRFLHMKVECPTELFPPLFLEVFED
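Quantitative HTS by FP: 0.6 uM TRb LBD, 20 nM labeled SRC2 20-mer, 1 uM T3, 5% DMSO; 5 hr ambient incubation; % activity per concentration and potencies from concentration series.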
L3MBTL1 block: qHTS Assay for the Inhibitors of L3MBTL1; Lethal(3)malignant brain tumor-like protein 1 (Homo sapiens), Q9Y468; AlphaScreen L3MBTL1–H3K9me1 peptide binding; Potency, µM (titrated, usually from 57.1 µM), for inactives: at the top dose activity, negative = inhibition, hits mostly inhibitors; hit rate 0.66% among 230,000; note: nearly all actives have a fitted effect of over 60% in size
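First, the protein-peptide complex forms for 30 min at room temperature (L3MBTL1 50 nM, biotinylated H3K9me1 peptide 75 nM). Next, compounds are pin-transferred and incubated 30 min. Finally, AlphaScreen beads are added and read after 30 min.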
aGlu spleen mod: qHTS Assay for Inhibitors and Activators of Human alpha-Glucosidase From Spleen Homogenate; Potency, µM (titrated, usually from 79.9 µM), without a hit: at the highest dose activity change, negative = inhibition, most hits filed as inhibitors; hit rate 0.006% among 240,000; AID 2112, 2009; human spleen homogenate, 4-MU-alpha-glucoside fluorescence; Lysosomal alpha-glucosidase (Homo sapiens), P10253;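 note: 0% = enzyme with vehicle and -100% = no enzyme basal signal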
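Human spleen homogenate (1 ug) with 4-methylumbelliferyl-alpha-D-glucopyranoside (1 mM final) in 50 mM citrate/phosphate pH 5.0, 0.01% Tween-20; 40 min at 37 C. Stopped at pH 10; 4-MU fluorescence Ex 365/Em 440 nm; AC50 by Hill fit.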
Starred values were filed as active, the others as inactive; i = inactive; u = inconclusive; x = not tested or not shown; & = joins results of further samples; [ ] = remark or other dose. Unless noted, calls come from the whole dose curve; as a rule, active = well fitted curve in the direction sought with a large enough effect; inconclusive = small, poorly fitted or top-dose-only effect, or another doubt; inactive = no such curve, though single readings can be large; an effect the other way counts as inactive or inconclusive. Unless noted, % is set by controls: 0 for no effect and ±100 for the full control effect; potency is the fitted concentration of half-maximal effect. A portion of the library. The share of hits here may be higher or lower than overall.

SMILES | TexasRed fluor | GAA glycogen mod | GAA inhib | RECQ1 helicase | GoLoco inh red | TRb-SRC2 inh | L3MBTL1 block | aGlu spleen mod
O=C(O)/C=C/C(=O)Nc1ccc(OC(F)F)cc1 | 1% | 3% | 6% | -17% | 0% | -8% | 3% | 0%
CS(=O)(=O)NCCOc1ccc(S(=O)(=O)NCCOc2ccccc2)cc1 | -1% | 2% | -3% | -1% | 0% | 8% | 21% | 8%
CCOc1ccc(NC(=S)Nc2ccccc2C2(C)CC2)cc1 | 0% | u | -1% | i | 2% | -1% | -13% | 8%
O=C(N/N=C/c1cn(-c2ccccc2)nc1-c1cccnc1)c1cccnc1 | 0% | 0% | -5% | -7% | -2% | -2% | x | 0%
O=C(Nc1ccc(C(=O)N2CCOCC2)cc1)c1cccs1 | 3% | 5% | -1% | -6% | 13% | -12% | 20% | -7%
CCCc1nnc(SCc2ccc(OC)cc2)n1N | 3% | -1% | -6% | -5% | 8% | -2% | x | -5%
Cc1ccc(C)c(C(=O)OCC(=O)Nc2cccc(S(=O)(=O)NC3=NCCCCC3)c2)c1 | -1% | -17% | 0% | i | -1% | 0% | x | -7%
COc1ccc(NC(=S)NNC(=O)CCn2cc([N+](=O)[O-])cn2)cc1 | -1% | u | -3% | i | 17% | 3% | 5% | -2%
c1ccc2c(c1)oc1c(NCCCN3CCOCC3)ncnc12 | 0% | -12% | -11% | 13% | 4% | 0% | -2% | 10%
COC(=O)Cn1cnc(=O)c(C#N)c1/C=C/N(C)C | 1% | 2% | 7% | -13% | 2% | -11% | -1% | -5%

Four of these compounds in another layout.
mol	TexasRed fluor	GAA glycogen mod	GAA inhib	RECQ1 helicase	GoLoco inh red	TRb-SRC2 inh	L3MBTL1 block	aGlu spleen mod
CS(=O)(=O)NCCOc1ccc(S(=O)(=O)NCCOc2ccccc2)cc1	-1%	2%	-3%	-1%	0%	8%	21%	8%
CCOc1ccc(NC(=S)Nc2ccccc2C2(C)CC2)cc1	0%	u	-1%	i	2%	-1%	-13%	8%
O=C(N/N=C/c1cn(-c2ccccc2)nc1-c1cccnc1)c1cccnc1	0%	0%	-5%	-7%	-2%	-2%	x	0%
O=C(Nc1ccc(C(=O)N2CCOCC2)cc1)c1cccs1	3%	5%	-1%	-6%	13%	-12%	20%	-7%

(list continues)
SMILES | TexasRed fluor | GAA glycogen mod | GAA inhib | RECQ1 helicase | GoLoco inh red | TRb-SRC2 inh | L3MBTL1 block | aGlu spleen mod
c1ccc(-c2nc3nonc3nc2-c2ccccc2)cc1 | 0% | -9% | -4% | -14% | -8% | 2% | u | -8%
COc1ccc(Cl)cc1N1CC(C(=O)Nc2nccs2)CC1=O (stereo not drawn) | -1% | 0% | 4% | i | 6% | -11% | x | 0%
O=C(c1cc2c(s1)-c1ccccc1S(=O)(=O)C2)N1CCCC1 | 0% | 4% | x | 0% | 8% | 1% | x | 3%
CCOc1ccc(/C=C/C(=O)C(C(N)=O)=C2SCCS2)cc1 | 8% | 2% | -2% | 4% | -16% | -10% | -18% | 1%
CCC(CO)[n+]1c(C)cc(/C=C2\Sc3ccccc3N2Cc2ccccc2)cc1C (stereo not drawn) | -1% | -18% | u | u | 96%[activator] | 2% | 34%[activator] | u
O=C(CSc1nnc(Nc2ccccc2)s1)Nc1cccnc1Cl | 2% | 2% | -2% | -13% | 0% | 4% | 11% | -3%
O=C(C1CCCN(S(=O)(=O)c2cccc3cccnc23)C1)N1CCN(c2ccc(F)cc2)CC1 (stereo not drawn) | -1% | -2% | -9%[15.4 µM] | -3% | -3% | 0% | -1% | -3%
C[C@H](NC(N)=O)C(=O)Nc1ccc2c(c1)OCO2 | 0% | -4% | x | -3% | -3% | 6% | x | 0%
CCNc1nc(SCCOc2ccc(C)cc2)nc(N(C)C)n1 | -1% | -2% | -3% | -1% | 6% | -3% | 0% | -2%
CCc1nc2ccccc2c(C(=O)Oc2cccc3cccnc23)c1C | -1% | 2% | -4% | -17% | 8% | 6% | 6% | -5%
C/C=C(\CS(=O)(=O)c1ccccc1)S(=O)(=O)c1ccccc1 | -1% | 7% | -2% | i | 5% | -18% | x | -3%
Cc1cc(N(C)C)c(C#N)c(=O)[nH]1 | 0% | 5% | -12% | -1% | 7% | -3% | x | 2%
Cc1csc(NC(=O)c2ccco2)c1C(=O)c1ccccc1 | 1% | -1% | x | -6% | 7% | -1% | x | -5%
CC1(C)Cc2c(c(-c3ccccc3)[nH]c(=O)c2C#N)CS1 | -6% | 9% | 8% | -1% | 4% | -4% | x | -1%
O=C(Cc1ccc([N+](=O)[O-])cc1)Nc1ccc2c(c1)OCO2 | -4% | 4% | 4% | -5% | 3% | -3% | x | 1%
CCOC(=O)N1CCN(S(=O)(=O)c2ccc(C)c([N+](=O)[O-])c2)CC1 | -4% | 3% | -3% | 16% | -17% | 9% | u | -4%
CC(C)c1ccccc1NC(=O)c1ccc(CN(c2ccccc2)S(=O)(=O)c2ccccc2)cc1 | -2% | 6% | 1% | 2% | 10% | -1% | -1% | -5%
COc1ccc(C(=O)C2CCCN(C(=O)CCc3ccccn3)C2)c(C)c1 (stereo not drawn) | 0% | -3% | -7% | i | -8% | 1% | 6% | 1%
O=C(NNC1=C(C(=O)C(F)(F)F)CCC1)c1cccnc1 | -1% | 0% | 7% | -5% | 14% | -1% | -4% | 3%
Cc1cc(-n2cnc(-c3cn(C)nc3C)n2)no1 | -4% | -4% | x | -3% | 3% | -1% | 8% | 5%
c1cc(Nc2cccc3nccnc23)c2nccnc2c1 | -4% | -6% | -5% | -8% | 26% | -5% | -23% | -10%
CCOCCCNC(=S)NCCCNc1nc2c(C)c(C)ccc2cc1C#N | -1% | -19% | u | i | 40%[activator] | 1% | 31%[activator] | -10%
CCN(CC)NC(=S)Nc1ccccc1 | -6% | -10% | 5% | i | -12% | -9% | 2% | -11%
O=C(CCc1ccc(S(=O)(=O)N2CCOCC2)cc1)N1CCCC1 | -5% | -2% | -5% | -3% | -9% | 0% | 7% | -7%
Cc1ccc2nsnc2c1S(=O)(=O)NCc1cccnc1 | -4% | 2% | -2% | 4% | -8% | -3% | -6% | -1%
O=C(Nc1cc(SCCO)cc([N+](=O)[O-])c1)c1ccco1 | -2% | 10% | -3% | -13% | 6% | 2% | 9% | -7%
CC(C)c1ccc(C(=O)NCCCN(C)C)cc1 | 2% | 1% | -8% | 0% | -4% | -7% | 2% | 1%
O=C(NNS(=O)(=O)c1ccccc1)C1CC(c2cccnc2)=NO1 (stereo not drawn) | -1% | u | -2% | i | 2% | -3% | x | -1%
COc1ccc(CCNc2oc(COc3ccccc3F)nc2C#N)cc1OC | 0% | -15% | 0% | -9% | 4% | -7% | -10% | 4%
O=C(NC1CCCCCCC1)c1cc(COc2ccc3ncccc3c2)on1 | -1% | 1% | -1% | i | -5% | 4% | -14% | 6%
Cc1ccc(-n2c(-c3ccccc3)cc(/C=N/NC(=O)CC#N)c2-c2ccccc2)cc1 | 0% | -3% | -2% | -12% | 19% | -6% | 10% | -5%
O=C(CNC(=S)N(Cc1ccccc1F)C1CCCCC1)NCC1CCCO1 (stereo not drawn) | -3% | -11% | -14% | i | -3% | -6% | 16% | x
CCCCCC(=O)Nc1nc(C)c(-c2csc(Nc3cc(Cl)ccc3OC)n2)s1 | 2% | -24% | -2% | -1% | 45%[activator] | 5% | -13% | -4%
O=C(COC(=O)C1CCCCC1)Nc1ccccc1OC(F)F | 2% | -1% | -5% | i | 7% | -2% | 21% | 1%
CCN=C1SC(CC(=O)Nc2sc(C)c(C)c2C(=O)OC)C(=O)N1CC (stereo not drawn) | -1% | -4% | 6% | 13% | 6% | 3% | -3% | -9%
CCOC(=O)c1cnc(COc2ccc(OC)cc2)[nH]c1=O | -2% | -1% | u | -4% | 2% | -1% | 6% | 7%
Cc1ccc(C(C(=O)Nc2ccc3c(c2)OCO3)N(C)C(=O)Cc2c[nH]c3ccccc23)cc1 (stereo not drawn) | 0% | -3% | -8% | -2% | 3% | 0% | -3% | 3%
CCCc1cc(=O)[nH]c(SCc2nc3ccc([N+](=O)[O-])cc3[nH]2)n1 | -8% | -4% | -6% | -2% | -4% | -8% | -3% | 0%
COc1ccc(CNC(=O)CCCn2nc(C)c([N+](=O)[O-])c2C)cc1 | -1% | -3% | 1% | 6% | -6% | -6% | 4% | -10%
CCOc1ccc(C(c2c(O)nc(SC)n(C)c2=O)c2c(O)nc(SC)n(C)c2=O)cc1 | -4% | 7% | -7% | -15% | -12% | -3% | 12% | 5%
O=C(c1cccs1)N1CCN(S(=O)(=O)c2ccc(F)cc2)CC1 | -4% | -16% | u | i | 4% | 3% | 2% | -21%
CCC(C)C(NC(=O)c1ccccc1NC(=O)c1ccco1)C(=O)NNC(=O)c1ccncc1 (stereo not drawn) | -9% | 8% | x | -7% | 8% | -4% | 0% | 1%
Cc1nc(-c2ccc(NC(=O)C3CCCCC3)cc2)cs1 | -4% | 7% | -2% | i | -8% | -7% | x | -1%
CCCCC/C=C\C/C=C\CCCCCCCCCC(=O)O | -2%&-1% | x | x | 15%&-1% | 4%&6% | 6%&-7% | x | -2%&-9%
CCC(C(=O)O)N1C(=O)c2ccccc2C1=O (stereo not drawn) | -4% | 3% | 1% | -2% | 7% | -7% | 7% | -5%
COc1ccc(-c2csc3ncnc(Nc4ccc(O)cc4)c23)cc1 | -4% | -10% | x | i | 8% | -5% | -15% | -2%

Screening data from PubChem BioAssay.
